High-throughput results: PubChem BioAssay, several laboratories
NCOA2 inhibitor = inhibition of GAL4-SRC2 driven luciferase reporter, primary screen, SRC2 inhibitor project, cell-based, luminescence | inhibition, % at 9 µM | 370,000 compounds, 0.17% hits | Nuclear receptor coactivator 2 (Homo sapiens), Q15596 | HEK293 GAL4-SRC2 luciferase reporter;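 active = inhibition above the mean inhibition of all tested compounds plus 3 SD, set per campaign, cut at about 52% in these data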;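 note: 0% = DMSO treated cells and 100% = cells given Gossypol at 36 µM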
COUP-TFII inh = NR2F2 transcriptional activity inhibitors, primary screen, cell-based, luciferase reporter, HEK293T, luminescence; COUP transcription factor 2 (Homo sapiens), P24468; HEK293T NGFI-A luciferase reporter; inhibition, % at 8.6 µM; 370,000 compounds, 0.7% hits; AID 686940, 2013;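 active = inhibition above a per-plate cutoff, mean inhibition of test wells between control levels plus 3 SD, cut at about 38% in these data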;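 note: cells cotransfected with COUP-TFII expression vector driving the NGFI-A reporter; 0% = median of COUP-TF2 test wells and 100% = reporter-only cells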
NR5A2 inv ag = LRH-1 (NR5A2) inverse agonists, primary screen, cell-based, luminescence, HEK293T, StAR-luciferase reporter | Nuclear receptor subfamily 5 group A member 2 (Homo sapiens), O00482 | LRH-1 transfected, 24 h | inhibition, % at 3.6 µM | 360,000 compounds, 0.13% hits | AID 602396, 2012;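 active = inhibition above the mean inhibition of all tested compounds plus 3 SD, cut at about 73% in these data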;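 note: 0% = DMSO wells and 100% = reporter-only cells lacking LRH-1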
SRC3 inh = SRC3 coactivator transcriptional activity inhibitors, primary screen, cell-based, luminescence. HEK293 GAL4-SRC3 luciferase reporter. inhibition, % at 3.6 µM. 360,000 compounds, 0.17% hits;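 active = inhibition above a per-campaign cutoff, the mean of all compounds plus 3 SD, cut at about 60% in these data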;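 note: 0% = DMSO-treated cells and 100% = gossypol-treated cells at 36 µM; higher means less SRC3-driven luciferase light from the GAL4 reporter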
SRC1 inh = SRC1 coactivator transcriptional activity inhibitors, primary screen, cell-based, luminescence | Nuclear receptor coactivator 1 (Homo sapiens), Q15788 | inhibition, % at 3.6 µM | 360,000 compounds, 0.12% hits | HEK293 GAL4-SRC1 luciferase reporter;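 active = inhibition above the campaign mean plus 3 SD, with each screening campaign given its own cutoff, cut at about 60% in these data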;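 note: 0% = DMSO treated cells and 100% = gossypol at 36 µM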
Target sequence (Q15788 whole entry, looked up, the tested form may be a part): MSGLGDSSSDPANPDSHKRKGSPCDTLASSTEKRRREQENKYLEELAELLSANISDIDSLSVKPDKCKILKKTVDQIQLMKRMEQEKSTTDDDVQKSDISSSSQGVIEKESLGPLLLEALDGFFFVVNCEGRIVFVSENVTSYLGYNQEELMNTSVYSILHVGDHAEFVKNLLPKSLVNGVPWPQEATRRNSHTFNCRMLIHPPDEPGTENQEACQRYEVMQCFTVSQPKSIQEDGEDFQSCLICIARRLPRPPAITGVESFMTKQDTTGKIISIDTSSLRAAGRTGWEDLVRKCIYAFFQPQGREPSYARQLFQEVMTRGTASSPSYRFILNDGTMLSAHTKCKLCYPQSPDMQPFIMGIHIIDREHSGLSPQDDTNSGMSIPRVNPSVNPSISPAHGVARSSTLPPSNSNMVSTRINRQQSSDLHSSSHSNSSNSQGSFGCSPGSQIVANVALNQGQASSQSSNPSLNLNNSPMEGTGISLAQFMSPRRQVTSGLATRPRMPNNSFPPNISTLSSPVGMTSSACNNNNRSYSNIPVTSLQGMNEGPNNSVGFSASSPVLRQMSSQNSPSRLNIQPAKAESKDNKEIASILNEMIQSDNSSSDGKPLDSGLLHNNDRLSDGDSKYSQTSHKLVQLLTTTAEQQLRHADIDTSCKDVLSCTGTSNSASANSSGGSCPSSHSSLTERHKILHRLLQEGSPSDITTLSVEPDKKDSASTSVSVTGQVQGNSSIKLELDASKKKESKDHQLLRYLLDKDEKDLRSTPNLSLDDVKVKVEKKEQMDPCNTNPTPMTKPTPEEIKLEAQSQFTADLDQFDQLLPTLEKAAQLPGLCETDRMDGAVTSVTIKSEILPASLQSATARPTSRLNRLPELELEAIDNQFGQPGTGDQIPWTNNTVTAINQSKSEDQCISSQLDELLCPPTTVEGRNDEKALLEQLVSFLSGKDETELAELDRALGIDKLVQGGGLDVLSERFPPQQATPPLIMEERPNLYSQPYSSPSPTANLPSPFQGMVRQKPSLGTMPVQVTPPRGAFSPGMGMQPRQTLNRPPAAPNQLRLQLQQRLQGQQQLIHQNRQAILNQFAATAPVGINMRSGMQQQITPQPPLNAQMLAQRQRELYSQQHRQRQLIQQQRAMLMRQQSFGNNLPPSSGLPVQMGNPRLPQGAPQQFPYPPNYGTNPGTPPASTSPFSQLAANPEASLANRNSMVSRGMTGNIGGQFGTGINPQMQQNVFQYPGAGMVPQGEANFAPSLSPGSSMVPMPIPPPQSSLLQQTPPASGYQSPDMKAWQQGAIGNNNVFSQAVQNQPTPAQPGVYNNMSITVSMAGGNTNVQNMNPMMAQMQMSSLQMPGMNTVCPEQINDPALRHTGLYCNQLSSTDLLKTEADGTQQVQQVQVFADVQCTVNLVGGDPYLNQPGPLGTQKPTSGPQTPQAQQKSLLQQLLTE
TRAIL sens C8 = viability loss with TRAIL in NB7+C8 cells, primary screen, TRAIL sensitizer project, cell-based, ATPlite luminescence; inhibition (viability loss, TRAIL sensitization), % at 10 µM; 360,000 compounds, 1% hits; AID 624354, 2012;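 active = compounds causing at least 50% loss of cell viability in the single-dose screen, relative to plate controls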
CF NFkB inh = inhibitors of PAF-induced NF-kB signaling, primary screen, cell-based, GFP fluorescence, uHTS; KKLEB NF-kB-GFP reporter, GFP fluorescence overnight; inhibition, % at 5 µM; 360,000 compounds, 0.86% hits; AID 588850, 2011;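 active = at least 50% inhibition at 5 µM, scaled per plate between neutral and stimulator controls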;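 note: PAF is a Pseudomonas aeruginosa culture filtrate used as stimulus; plate controls were PAF-stimulated DMSO wells for no effect and unstimulated DMSO wells for full effect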
TWEAK Fn14 block = inhibitors of TWEAK-Fn14 signaling, primary screen, luciferase reporter cells, uHTS | TWEAK-stimulated Fn14 reporter cells, luciferase luminescence, 8 h | inhibition, % at 10 µM | 360,000 compounds, 2% hits | AID 1159606, 2016; in the data active = inhibition above about 50%
EBV LMP1 NFkB = EBV LMP1-driven NF-kappaB luciferase reporter inhibitors, primary screen, cell-based, luminescence, single point | AID 504558, 2011 | inhibition, % at 12.5 µM | LMP1-induced NF-kappaB luciferase reporter cells | 350,000 compounds, 0.69% hits; in the data active = inhibition above about 41%;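 note: 0% = neutral control wells and 100% = reference inhibitor control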
TROY signal inh = inhibitors of TROY-driven NF-kB signaling, primary screen, Q293 LMP1-TROYcd cells, NF-kB luciferase, uHTS | Q293 LMP1-TROYcd NF-kB luciferase reporter, 4 h | inhibition, % at 10 µM | 360,000 compounds, 0.98% hits | AID 1347056, 2019;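 active = compounds whose plate-normalised and pattern-corrected inhibition of the luciferase reporter signal at the single screening dose is 50% or more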
KKLEB tox = cytotoxicity in KKLEB CF airway cells, primary screen, cytotoxicity control for CF NF-kB inhibitor project, cell-based, uHTS, fluorescence assay plates | AID 602141, 2011 | KKLEB CF airway cells viability, ATPlite luminescence, overnight; active compounds read low; cells stimulated with P. aeruginosa culture filtrate | 360,000 compounds, 0.36% hits | activity change (cytotoxicity), % at 5 µM;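 active = corrected activity change at or below -50% at 5 µM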
Starred values were filed as active, the others as inactive; x = not tested or not shown.

Start of the data: the first 2 entries, to show the layout:
SMILES	NCOA2 inhibitor	COUP-TFII inh	NR5A2 inv ag	SRC3 inh	SRC1 inh	TRAIL sens C8	CF NFkB inh	TWEAK Fn14 block	EBV LMP1 NFkB	TROY signal inh	KKLEB tox
COc1cc(NC(=O)C2Cc3ccccc3CN2S(C)(=O)=O)cc(OC)c1 (stereo not drawn)	-7	11	-6	8	-2	-7	9	-24	-3	1	1
Cc1cnc(C(=O)OCc2ccc(Br)cc2F)cn1	18	-18	-3	12	-6	8	-13	-3	-2	4	8

The listing (from the top)
SMILES	NCOA2 inhibitor	COUP-TFII inh	NR5A2 inv ag	SRC3 inh	SRC1 inh	TRAIL sens C8	CF NFkB inh	TWEAK Fn14 block	EBV LMP1 NFkB	TROY signal inh	KKLEB tox
COc1cc(NC(=O)C2Cc3ccccc3CN2S(C)(=O)=O)cc(OC)c1 (stereo not drawn)	-7	11	-6	8	-2	-7	9	-24	-3	1	1
Cc1cnc(C(=O)OCc2ccc(Br)cc2F)cn1	18	-18	-3	12	-6	8	-13	-3	-2	4	8
Nc1c(N(Cc2ccccc2)C(=O)COc2ccc([N+](=O)[O-])cc2)c(=O)[nH]c(=O)n1Cc1ccccc1	-7	5	-2	23	12	19	20	-17	-17	5	-9
CCCCOC(=O)CSCC(=O)N1N=C(c2cccs2)CC1c1ccc(F)cc1 (stereo not drawn)	-4	2	21	13	-2	-9	25	8	1	-3	3
CCOC(=O)N1CCN(c2c(F)cc3[nH]c(=S)[nH]c3c2Br)CC1	11	7	36	-3	4	19	10	-18	19	14	-7
Cc1ccc(NC(=O)CCn2cnc3ccccc3c2=O)c(C)c1	-8	-7	17	-1	-20	10	1	-30	1	17	1
CCN1C(N(C)C)=NC[C@@H]1Cc1ccccc1	-11	-4	22	6	-1	-1	-7	-13	30	9	4
COc1cccc(C=NNc2nc3ccccc3s2)c1OC	-30	-45	-95	-194	-126	37	-7	34	-23	45	-11
O=C(c1c[nH]c(C(=O)C(Cl)(Cl)Cl)c1)c1ccccc1Br	15	-8	20	13	-2	-7	-14	39	-5	8	5
NS(=O)(=O)c1ccc(CCNC(=O)c2cccc(S(=O)(=O)N3CCc4ccccc43)c2)cc1	-40	-9	-9	14	14	0	-31	13	-2	17	9
CCN(CC(=O)Nc1ccc2c(c1)OCCO2)C(=O)CC1CCCC1	25	-11	11	-6	9	-4	-9	0	9	-20	4
Cn1c(NCc2c[nH]c3ccccc23)nc2ccccc21	-93	-34	-70	-58	-96	3	1	-14	-29	-17	-8
CCN1c2ccccc2N(C)C1(C)c1ccccc1 (stereo not drawn)	x	x	14	19	21	33	-18	20	8	10	-1
Cn1c(=O)c2c(nc(SCc3cccnc3)n2Cc2ccc(F)cc2)n(C)c1=O	-7	11	0	5	-4	-3	19	8	5	-10	-2
CN1CCN(NC(=O)C23CC4CC(CC(C4)C2)C3)CC1	1	2	8	-6	-2	-8	-7	10	5	-14	17
Cc1cc(C(F)(F)F)nn1CC(=O)NCC1CCCO1 (stereo not drawn)	-20	11	-2	1	-11	-7	-10	-16	5	21	14
COc1ccc(NC(=O)c2cccs2)cc1NC(=O)c1ccco1	6	9	19	2	-3	5	-10	-4	6	-34	-2
CCN1C(=O)[C@H]2[C@@H](c3ccc(SC4CCCCC4)cc3)N3CCCC[C@@]3(C(=O)OC)[C@H]2C1=O	-4	-7	0	7	-3	-7	-6	7	5	-7	-9
O=c1oc2ccccc2c(Nc2cccc3ccccc23)c1[N+](=O)[O-]	2	5	13	-3	-8	0	23	3	1	26	-14
CC1CCCC(C)N1C(=O)CSc1nc2ccccc2s1 (stereo not drawn)	-11	-13	-16	-42	-38	8	-1	-16	-19	-6	2
Cc1cc(OC(C)C(=O)Nc2ccncc2)ccc1Cl (stereo not drawn)	18	25	16	24	31	6	9	7	10	28	-8
CCN(CC)S(=O)(=O)c1cc(NC(=O)CSc2nnc(-c3cccs3)o2)ccc1C	8	-9	-6	21	-23	-11	-8	14	-6	-9	-5
CCOC(=O)c1c(C)nc2sccn12	-20	4	2	5	13	-2	9	-12	1	-3	11
Cc1ccc(NS(=O)(=O)c2ccc(C(=O)N3CCN(S(=O)(=O)c4ccccc4)CC3)cc2)cc1	11	-9	18	17	4	8	-56	5	3	26	21
O=C(COC(=O)c1cc(S(=O)(=O)N2CCc3ccccc3C2)ccc1Cl)NCc1ccco1	-1	-8	4	-11	-9	-20	-7	-12	2	2	10
CCCc1noc2c1C(c1cc(Br)ccc1F)C(C#N)=C(N)N2 (stereo not drawn)	6	-7	11	10	-23	-11	17	10	-7	25	-12
COc1cc(/C=N/n2cnnc2)ccc1OCC(=O)N1CCOCC1	-3	-8	6	12	-7	-9	-14	1	-4	1	-12
Cc1cccc(N2C(=O)C(CC(=O)Nc3cccc(F)c3)N(CCc3ccncc3)C2=O)c1 (stereo not drawn)	4	11	-9	-15	14	-6	-5	-2	3	8	3
CCN(CC)Cc1c(C(=O)N/N=C/c2ccccn2)nnn1-c1nonc1N	-16	-6	-9	-6	-11	-13	-5	-5	-3	8	8
CCOC(=O)c1c(S(=O)(=O)N2CCCC(C(=O)Nc3ncccc3C)C2)c(C)n(C)c1C (stereo not drawn)	-6	1	-12	15	7	-2	24	9	-3	-22	-10
CCCSc1nnc(N)s1	-12	1	-2	-18	9	1	1	6	-2	-20	7
O=C(CN1CCOCC1)N/N=C/c1ccc(-c2ccc(Br)cc2)o1	-2	14	4	25	-21	-16	-11	1	0	0	5
COc1ccc(C(=O)c2sc3nc(C)cc(-c4cccs4)c3c2N)cc1	-5	-12	2	19	3	-1	-7	13	2	16	-21
O=C(O)c1ccc(N2C(=O)c3cccc4c(C(=O)O)ccc(c34)C2=O)cc1	1	-13	-5	4	-1	-6	-20	1	-1	0	5
COc1ccc(N(CC(=O)NCc2ccc3c(c2)OCO3)S(C)(=O)=O)cc1OC	0	0	0	-3	4	-24	-5	-6	6	-5	-9
FC(F)C(F)(F)Oc1cccc(Nc2nccn3c(-c4ccc5ccccc5c4)cnc23)c1	-14	11	0	-22	-2	9	17	-33	x	-68	-13
COc1ccc(CCc2nnc(CCC(=O)NCc3cnc4ccccn34)o2)cc1	11	10	-6	22	16	-3	-3	-8	5	-5	10
Cc1cccc(C)c1NC(=O)COC(=O)c1cccnc1	9	-2	7	6	1	-2	11	3	-9	-12	-4
Cc1cc(C(=O)CSc2nc3ccccc3c(=O)[nH]2)c(C)n1C	-48	-29	-52	-68	-46	-18	-14	-13	2	-16	8
CC(=O)NCc1ccc(-c2csc(-c3cccs3)n2)cc1	-64	-46	-40	-68	-182	16	-27	-27	-31	-25	5
Cc1ccc(NC(=O)c2cccs2)cc1[N+](=O)[O-]	-26	-13	-35	-30	-6	13	-22	-20	-12	-39	10
Cc1cccc([N+](=O)[O-])c1NC(=O)COC(=O)C1CC2CCCC(C1)C2=O (stereo not drawn)	-6	4	11	-1	-17	-25	29	-1	-5	-6	-2
CSCCC(NC(=O)c1ccccc1Cl)C(=O)N1CCN(C(C)=O)CC1 (stereo not drawn)	-2	6	4	-14	5	-1	-12	-3	3	4	5
Cc1ccnn1CC(=O)N/N=C/c1ccc([N+](=O)[O-])s1	-30	4	18	14	-22	13	-21	-33	2	9	2
O=C(CCC(=O)OCC(=O)c1cccc([N+](=O)[O-])c1)Nc1ccccc1Cl	-12	7	9	2	-13	16	-7	-15	-6	4	14
CC(C)CC#Cc1ccc2c(c1)O[C@H](CN(C)C(=O)Nc1ccccc1)[C@@H](C)CN([C@H](C)CO)S2(=O)=O	-27	-1	-21	-19	-12	11	-6	-6	-10	-1	-6
S=C(Nc1cccc(Cl)c1)Nc1ccc2c(c1)OCCO2	-27	-11	-49	-36	-87	5	-19	-13	-6	11	12
O=C(C1CCN(S(=O)(=O)c2cccc([N+](=O)[O-])c2)CC1)N1CCOCC1	-5	-4	-7	16	-16	-4	-5	-9	-9	-9	8
O=C(C(Cc1ccccc1)N1C(=O)c2ccccc2C1=O)N1c2ccccc2CCc2ccccc21 (stereo not drawn)	9	25	5	5	-16	9	12	29	11	20	2
Cc1ccc2[nH]c(=O)c(-c3nc4c(C)cccn4c3NCc3ccco3)cc2c1	-8	-26	-24	1	-16	-2	-7	13	-3	-10	-6
CC1(C)Cc2c(c(N3CCOCC3)nc3sc4c(NCCN)ncnc4c23)CO1	-45	11	-12	-29	-3	28	-11	-39	-1	14	-4
CCn1c(CC(=O)Nc2ccccc2)n[nH]c1=S	-31	0	1	13	-5	7	-12	-4	-7	9	6
O=C(NN=C1CCCCC1)Nc1ccccc1Cl	-1	-26	13	-17	6	-18	-11	10	4	6	7
N/C(=N\OC(=O)c1cc(-c2ccccc2)nc2ccccc12)c1ccncc1	-8	-19	8	15	-6	8	-14	-5	7	-21	-15
CS(=O)(=O)Nc1nc2ccccc2[nH]1	-7	-4	12	-4	-12	1	-2	11	-1	-16	5
CC(C)(C)c1ccc(OCCC(=O)Nc2cccc(S(=O)(=O)N3CCOCC3)c2)cc1	-9	18	0	4	-11	24	2	29	-4	17	5
COc1ccc2c(c1)c1c3n2CCN(C)C3=NCC1	-21	-12	7	-3	10	1	-6	-6	-4	-21	12
C/C=C/c1ccccc1OCc1ccc(C(=O)O)o1	11	-18	-2	-12	-9	-4	0	-4	-2	-47	-8
Cc1oc2cc([N+](=O)[O-])c(O)c([N+](=O)[O-])c2c1C(=O)c1ccc(Cl)cc1	-15	-24	7	12	-14	5	2	-2	3	28	8
CCC(=O)NC(c1ccccc1)c1c(O)ccc2ccccc12 (stereo not drawn)	8	5	12	-4	-15	11	-4	12	-27	-7	5

New compounds follow:
SMILES	NCOA2 inhibitor	COUP-TFII inh	NR5A2 inv ag	SRC3 inh	SRC1 inh	TRAIL sens C8	CF NFkB inh	TWEAK Fn14 block	EBV LMP1 NFkB	TROY signal inh	KKLEB tox
Cc1ccc(NC(=O)CN(C)C(=O)C2CCC2)cc1	-5	-3	-12	-32	1	-10	6	-4	4	-34	-2
CN1CCN(c2ncnc3c2cnn3-c2ccc(Cl)cc2)CC1	-12	20	-21	-27	-27	23	-4	76*	17	80*	-9
CC1=NNC(=O)C1C(c1ccccc1)C(C#N)C#N (stereo not drawn)	-6	2	-5	13	0	-2	4	3	9	10	7
COc1cccc(NC(=S)N(Cc2ccccn2)Cc2ccccc2Cl)c1	-21	-19	6	-8	0	-5	-18	-5	8	-2	6
